# Hsp70 inhibitors: Hsp70 inhibitors, probe displacement, primary screen, biochemical, fluorescence polarization (AID 583) | displacement, % at 20 µM, or IC50 in µM where a hit was titrated | Hsp70 fluorescence polarization probe displacement, mP; higher % means a stronger effect | 140,000 compounds, 0.06% hits; in the data active = displacement above about 50%;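 note: plate controls were vehicle for no effect and reference ligand for full effect; a part of the inactive calls stands beside numbers as strong as those of hits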
# MKP-3 inhibition: MKP-3 phosphatase inhibitors, primary screen, biochemical, rat enzyme, in vitro (AID 425); 110,000 compounds, 0.17% hits; inhibition, % at 20 µM, or IC50 in µM where a hit was titrated; recombinant MKP-3 phosphatase activity, fluorescence; higher % means a stronger effect; in the data active = inhibition above about 50%;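 note: plate controls were vehicle for no effect and reference inhibitor for full effect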
# The depositor's hits bear a star; . = no result given. A portion of the library (hit frequency here may not be typical).
# Results follow in this order: Hsp70 inhibitors	MKP-3 inhibition
CCOc1ccc(C(NC(C)=O)c2ccc(OC)c(OC)c2)cc1 (configuration not stated)
→ -2.2%	6%
Cc1ccc(-c2noc(-c3ccc(Cl)cc3Cl)n2)cc1
→ -2.8%	1%
CCOc1ccccc1C1NC(=O)c2c(sc3c2CCN(C)C3)N1 (configuration not stated)
→ 3.7%	1%
O=C(CCCN1Cc2ccccc2C1)c1ccc(F)cc1
→ 0.8%	-9%
O=C(Nc1ccc2oc(-c3ccncc3)nc2c1)c1cccs1
→ -0.6%	-11%
COc1ccc(C(=O)Nc2ccc(S(N)(=O)=O)cc2)cc1I
→ 0.2%	-1%
O=C(c1cn(-c2ccccc2)nc1-c1ccccc1)N1CCCCC1
→ -7.8%	-11%
CCOC(=O)Cc1csc(NC(=O)CCCCCN2C(=O)c3ccccc3C2=O)n1
→ -3.5%	.
COCCn1c(=O)[nH]c2cc(C(=O)NC(C)C)ccc2c1=O
→ 0.9%	2%
CCOc1cc(OCC)cc(C(=O)Nc2c(C)cccc2C)c1
→ -4.3%	3%
COc1cccc(/C(O)=C2/C(=O)C(=O)N(CCN(C)C)C2c2ccccn2)c1 (configuration not stated)
→ -1.3%	-10%
O=C(Nc1nccs1)C(=O)c1c[nH]c2ccccc12
→ -1.4%	.
O=C(Cc1ccc(-c2ccccc2)cc1)NNC(=O)c1ccccc1Cl
→ 0.4%	-3%
Cc1cc([N+](=O)[O-])ccc1N/C=C/C(=O)c1ccc(Cl)c(Cl)c1
→ 18%	2%
Cc1c(C(=O)O)oc2ccc(S(=O)(=O)N3CC(C)CC(C)C3)cc12 (configuration not stated)
→ 3.6%	-1%

# A different layout for 4 compounds above:
CCOc1ccccc1C1NC(=O)c2c(sc3c2CCN(C)C3)N1 (configuration not stated)
  Hsp70 inhibitors: 3.7%; MKP-3 inhibition: 1%
COc1cccc(/C(O)=C2/C(=O)C(=O)N(CCN(C)C)C2c2ccccn2)c1 (configuration not stated)
  Hsp70 inhibitors: -1.3%; MKP-3 inhibition: -10%
CCOc1cc(OCC)cc(C(=O)Nc2c(C)cccc2C)c1
  Hsp70 inhibitors: -4.3%; MKP-3 inhibition: 3%
O=C(Cc1ccc(-c2ccccc2)cc1)NNC(=O)c1ccccc1Cl
  Hsp70 inhibitors: 0.4%; MKP-3 inhibition: -3%

# Later entries
# Results follow in this order: Hsp70 inhibitors	MKP-3 inhibition
COCC(COCCCN=C1NS(=O)(=O)c2ccccc21)OC (configuration not stated)
→ 6.9%	-2%
O=C(Nc1ccc(Oc2ccc(NC(=O)C3CCCO3)cc2)cc1)C1CCCO1 (configuration not stated)
→ 1.0%	-11%
O=c1c2c3c(sc2[nH]c(=S)n1-c1ccccc1)CCCC3
→ 2.6%	3%
O=C(CSc1nc2[nH]ncc2c(=O)n1-c1ccccc1)c1ccc2c(c1)OCCO2
→ -2.7%	-8%
CC12C(=O)N(Cc3ccco3)C(=O)C1C1c3ccccc3C2c2ccccc21 (configuration not stated)
→ -1.7%	.
O=C(Cc1ccc(Cl)cc1)NCc1ccncc1
→ 3.7%	3%
CC(=O)C(C(C)=O)c1c(Cl)c(O)c(O)c2c(C(=O)c3ccccc3)coc12
→ 1.0%	-3%
O=C(NC1CCCCC1)NC1(C(=O)N2CCN3CCCC3C2)CCCCC1 (configuration not stated)
→ -1.2%	-4%
CCOC(=O)Cc1nnc(NC(=O)CSc2nnc3c4ccccc4n(C)c3n2)s1
→ 5.0%	-18%
Cc1cccn2c(=O)c3cc(C(=O)NCCCN4CCCC4=O)n(C)c3nc12
→ 6.7%	.
Cc1ccc(C(=O)NC2CCS(=O)(=O)C2)cc1S(=O)(=O)N1CCOCC1 (configuration not stated)
→ -1.1%	-2%
O=C(CSCc1ccccc1)Nc1ccccc1Br
→ 1.0%	-4%
Cc1noc(C)c1COc1ccc(C(=O)OCC(=O)N2CC3(C)CC2CC(C)(C)C3)cc1 (configuration not stated)
→ 5.3%	-2%
O=C(COc1ccccc1)Nc1nccs1
→ 6.0%	.
O=C(CSc1nnc(CNc2cccc(C(F)(F)F)c2)n1Cc1ccco1)NCc1ccco1
→ -2.6%	.
O=C(CSc1cccc2cccnc12)Nc1ccc(/C=C/c2ccccc2)cc1
→ -1.3%	-1%
CCCCC(CCC(=O)O)(C(=O)OCC)c1csc(N)n1 (configuration not stated)
→ 2.5%	-8%
Cn1c(NCCCN2CCOCC2)nc2c1c(=O)n(Cc1ccc(Cl)c(Cl)c1)c(=O)n2C
→ -2.5%	-6%
O=C(CSc1ncc(-c2ccccc2)[nH]1)Nc1ccc(F)cc1
→ 6.6%	-8%
Cc1ccc(OCCOc2ccc(Br)cc2/C=N/n2cnnc2)cc1C
→ 0.5%	6%
COc1ccc(NC(=O)c2cc(CC(C)C)on2)cc1OC
→ 0.2%	-5%
C(=NN1CCN(Cc2ccccc2)CC1)c1cccc(Oc2ccccc2)c1
→ 0.5%	-4%
Cc1c(C#N)c2ccccc2n1CC(=O)N1CCCC1
→ -3.5%	-9%
Cc1cccc(C(=O)Nc2ccc(Cl)cc2C)c1
→ -1.5%	0%
CC(OCC(O)CN(C)CCOc1ccccc1)c1ccc(Cl)cc1 (configuration not stated)
→ 0.6%	-7%
O=C(O)CCCN=CC1=C(O)C(C(=O)c2ccccc2)CCC1=O (configuration not stated)
→ -5.7%	.
O=C1NC(=S)N/C1=C/c1ccc(Sc2ccccc2)o1
→ -1.8%	4%
Cc1ccc(/C=N/Nc2cccc3cccnc23)c(O)c1
→ 4.9%	7%
Cc1ccc(-c2csc3nnc(SCC(=O)NCc4ccc5c(c4)OCO5)n23)cc1
→ 9.5%	-13%
O=[N+]([O-])c1cccc(S(=O)(=O)Nc2ccc(Nc3ccccc3)cc2)c1
→ 2.9%	-2%
COc1ccc(CCN=Cc2cccn2-c2sc3c(c2C#N)CCCC3)cc1OC
→ -1.1%	-5%
CC(C)CCn1nnnc1C(c1ccccc1F)N1CCC(C(N)=O)CC1 (configuration not stated)
→ -0.7%	7%
CSc1ccc(C(=S)N2CCN(C(c3ccccc3)c3ccccc3)CC2)cc1
→ -0.1%	.
CCOC(=O)CCS(=O)(=O)c1nc(-c2ccccc2)cc(C(F)(F)F)n1
→ 2.0%	6%
CCOC(=O)C1=C(c2ccccc2)N=C2SCC(=O)N2C1c1cccc(OC)c1 (configuration not stated)
→ 6.4%	.
CCC1(O)CC(C(=O)OC)=NN1C(=O)c1ccccc1 (configuration not stated)
→ 3.5%	.
O=C(Nc1ccccc1-c1ccccc1)c1ccc(N2C(=O)c3ccc([N+](=O)[O-])cc3C2=O)cc1
→ 0.8%	0%
CCn1c(N)c(C(=O)NC)sc1=S
→ -2.1%	-3%
CC1=C(C(=O)OC(C)C)C(c2cccc(I)c2)C2=C(CCCC2=O)N1 (configuration not stated)
→ 0.2%	1%
S=c1[nH]nc(Cc2ccccc2)n1-c1ccccc1
→ 3.6%	-6%
COc1ccc(N(CC(=O)N/N=C/c2cccs2)S(=O)(=O)c2ccc(OC)c(OC)c2)cc1
→ 2.7%	0%
CC(C)Cn1c(=O)c2ccccc2c2ccccc2c1=O
→ 1.2%	-15%
Cc1cc(C)c(C#N)c(SCS(=O)c2ccc(C(C)(C)C)cc2)n1 (configuration not stated)
→ -1.3%	-2%
Cc1ccc2oc(-c3ccc(NC(=O)COc4ccccc4)cc3O)nc2c1
→ -4.7%	4%
Cc1noc(C)c1COc1ccc(C(=O)NCc2ccccn2)cc1
→ 2.0%	-3%
CCN(CC)CCN1C(=O)C(=O)/C(=C(/O)c2ccc(C)cc2)C1c1ccncc1 (configuration not stated)
→ 0.8%	6%
COC(=O)c1ccc2ncccc2c1
→ -0.3%	-4%
O=c1[nH]c(CS(=O)(=O)c2ccccc2)nc2ccccc12
→ -1.1%	.
CCOC(=O)c1ccc(Nc2nnc(C(C)(C)C)c(=O)[nH]2)cc1
→ 1.2%	1%
O=C(COc1ccc(Br)cc1)Nc1ccc(NC(=O)c2ccccc2)cc1
→ 0.7%	1%
Cc1oc2ccc(OC(=O)c3cccs3)cc2c1C(=O)OC(C)C
→ -2.6%	3%
CCOc1ccccc1/C=C(/NC(=O)c1ccccc1)C(=O)N(CC)CC
→ -0.6%	1%
O=C(Nc1ccc2c(c1)OCO2)c1ccccc1[N+](=O)[O-]
→ 0.4%	1%
Cc1cnc(NC(=O)CSc2nnc(C)s2)s1
→ 0.7%	.
Cc1csc(N)n1
→ -1.0%	.
CN=C(Nc1ccccc1OC)SC1CC(=O)N(c2ccc(C(=O)OC)cc2)C1=O (configuration not stated)
→ 1.8%	2%
O=[N+]([O-])c1ccc(Cl)c(/C=N/N2CCN(Cc3ccccc3Cl)CC2)c1
→ -4.6%	0%
CCOc1ccc(NC(=O)C2C(c3ccccc3)C2(Cl)Cl)cc1 (configuration not stated)
→ -1.6%	0%
Cc1noc(C)c1COC(=O)COc1cccc2c1OC(C)(C)C2
→ -5.3%	-11%
COc1cccc(CN2CCN(c3cccc(C(F)(F)F)c3)CC2)c1OC
→ 1.1%	-4%

# (list continues)
# Results follow in this order: Hsp70 inhibitors	MKP-3 inhibition
O=C(O)CCn1c(=S)oc2ccccc21
→ 3.8%	.
COc1ccc(C2(CC(=O)Nc3ccccc3C)C(=O)c3ccccc3C2=O)cc1
→ -0.9%	1%
COc1ccc2c(c1)CCC/C2=N\OC(=O)c1cc(OC)c(OC)c(OC)c1
→ 2.1%	0%
C/C(=N\NC(=O)c1cc(-c2ccccc2)n[nH]1)c1ccc(Br)cc1
→ 0.2%	6%
O=C(c1cc(-c2cccs2)on1)N1CCCc2ccccc21
→ -6.5%	1%
CC(=O)Nc1ccccc1OCc1nnc(-c2cccs2)o1
→ -1.3%	-1%
O=C(NCc1cccs1)N[C@@H](Cc1ccccc1)C(=O)O
→ 4.8%	5%
O=C(CSCc1ccco1)c1ccc(Cl)s1
→ 6.9%	-8%
CCn1cc(Br)c(C(=O)Nc2ccc(Cl)c(Cl)c2)n1
→ -1.1%	.
COC(=O)C(NC(=O)C12CC3CC(CC(C3)C1)C2)C(C)C (configuration not stated)
→ -4.0%	0%
CCn1c(=O)cc(SCC(=O)Nc2ccccc2N2CCN(C)CC2)c2ccccc21
→ -2.5%	-7%
COC(=O)C1=NNC2C(=O)N(c3ccccc3C)C(=O)C12 (configuration not stated)
→ 0.9%	-1%
CC(=O)Oc1ccc(-c2csc(Nc3cccnc3)n2)cc1
→ -1.9%	.
CCOC(=O)N1CCC(NC(=O)CC(NS(=O)(=O)c2ccc(C)cc2)c2ccco2)CC1 (configuration not stated)
→ 4.1%	4%
O=C(O)c1cccc(N2C(=O)C3C4C=CC(C4=C(c4ccccc4)c4ccccc4)C3C2=O)c1 (configuration not stated)
→ 2.0%	4%
O=C(O)COc1ccccc1C=C1C(=O)NC(=O)N(c2ccccc2F)C1=O
→ -3.5%	5%
COc1ccc(-c2[nH]ncc2C=O)cc1
→ -2.1%	-1%
CCOC(=O)c1cccc(NC(=O)C2CCN(S(=O)(=O)c3cnc[nH]3)CC2)c1
→ -0.4%	-1%
CC1(C)NC(=O)N(CC(O)COc2ccccc2C(=O)N2CCCCC2)C1=O (configuration not stated)
→ 2.7%	-4%
COc1cc2ccccc2cc1C(=O)Nc1cccc(-c2nc3ncccc3o2)c1
→ -7.8%	32%
CCOc1ccc(NC(=O)COC(=O)Cn2cnnn2)cc1OCC
→ -1.3%	-4%
CCOc1ccc(S(=O)(=O)N2CCN(c3ccccc3)CC2)c2cccnc12
→ 5.9%	1%
O=C(CSCc1c(Cl)cccc1Cl)Nc1ccc2c(c1)OCO2
→ 1.5%	.
Cc1ccc(N2C(=O)CC(NCc3ccco3)C2=O)cc1 (configuration not stated)
→ 1.7%	1%
Cc1cccc(NC(NC(=O)c2ccccc2Cl)C(Cl)(Cl)Cl)c1 (configuration not stated)
→ -3.1%	3%
Cc1cc(NC(=O)CCC(=O)N(Cc2ccco2)C(C(=O)NC2CCCCC2)c2ccccc2)no1 (configuration not stated)
→ 8.7%	.
COC(=O)C(C(=O)OC)C(C(=O)OC)C(C(=O)OC)C(=O)OC
→ 1.3%	-6%
O=C(Nc1ccccc1C(=O)N1CCOCC1)C1COc2ccccc2O1 (configuration not stated)
→ 4.5%	1%
Cc1cccnc1NC(=O)CCc1ccccc1
→ -0.2%	0%
COc1ccc(C2CC(=O)C3=C(C2)Nc2ccccc2NC3c2cccnc2)cc1OC (configuration not stated)
→ 0.1%	4%

# Part of the list above in order of count of non-hydrogen atoms, ascending.
# Results follow in this order: Hsp70 inhibitors	MKP-3 inhibition
Cc1cccnc1NC(=O)CCc1ccccc1
→ -0.2%	0%
Cc1cccc(NC(NC(=O)c2ccccc2Cl)C(Cl)(Cl)Cl)c1 (configuration not stated)
→ -3.1%	3%
CCOc1ccc(NC(=O)COC(=O)Cn2cnnn2)cc1OCC
→ -1.3%	-4%
CCOc1ccc(S(=O)(=O)N2CCN(c3ccccc3)CC2)c2cccnc12
→ 5.9%	1%

# By substructure: the compounds so far with a tert-butyl group (two)
# Results follow in this order: Hsp70 inhibitors	MKP-3 inhibition
Cc1cc(C)c(C#N)c(SCS(=O)c2ccc(C(C)(C)C)cc2)n1 (configuration not stated)
→ -1.3%	-2%
CCOC(=O)c1ccc(Nc2nnc(C(C)(C)C)c(=O)[nH]2)cc1
→ 1.2%	1%

# Remaining list, next part:
# Results follow in this order: Hsp70 inhibitors	MKP-3 inhibition
O=C(Nc1ccc(N2CCOCC2)c(Cl)c1)C1CCCCC1
→ 3.5%	-5%
Cc1cc(OCC[N+]2(C)CCCCC2)nc2ccccc12
→ -0.6%	.
O=C(c1cccc(C(=O)N2CCN(c3ncccn3)CC2)c1)N1CCN(c2ncccn2)CC1
→ 5.4%	10%
CC(=O)Nc1ccccc1OC(=O)N1CCOCC1
→ -0.8%	.
FC(F)(F)c1cccnc1N1CCN(c2ncnc3nc[nH]c23)CC1
→ -4.4%	5%
COC(=O)Cc1csc(Nc2c(C)n(C)n(-c3ccccc3)c2=O)n1
→ -0.2%	-6%
CNC(=O)N(C1=NCC(C)(C)S1)c1ccc(F)c(Cl)c1
→ -3.4%	0%
COc1cccc(Oc2ccc(N)cn2)c1
→ -1.7%	-9%

# High-throughput results as filed in PubChem BioAssay.
